Mcl1 Noxa PPI = disrupts binding of human Mcl-1 to Noxa peptide | TR-FRET Mcl-1/Noxa peptide binding, 2 h | inhibition, % at 21.7 µM | 220,000 tested, 1.5% active;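 active = compounds that cut the protein-peptide binding signal by more than 50% relative to plate controls in a single-dose test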;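 note: His-tagged Mcl-1 with rhodamine Noxa BH3 peptide and terbium anti-His antibody; 0% = Mcl-1 plus Noxa peptide wells and 100% = peptide-only wells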
Target sequence (Q07820 whole entry, looked up): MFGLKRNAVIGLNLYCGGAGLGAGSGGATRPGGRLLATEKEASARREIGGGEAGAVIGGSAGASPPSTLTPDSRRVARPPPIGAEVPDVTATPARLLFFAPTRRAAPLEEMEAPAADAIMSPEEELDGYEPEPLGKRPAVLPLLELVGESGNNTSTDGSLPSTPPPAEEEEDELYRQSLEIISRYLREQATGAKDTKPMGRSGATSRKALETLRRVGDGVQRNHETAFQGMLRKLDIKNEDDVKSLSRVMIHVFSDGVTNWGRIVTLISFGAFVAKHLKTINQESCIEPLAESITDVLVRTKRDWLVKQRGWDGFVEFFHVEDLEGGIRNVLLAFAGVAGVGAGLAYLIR
RGS8-Gao = regulators of human RGS8-Galphao interaction. P09471. multiplexed bead flow cytometry, RGS8-Galphao binding; actives lie on both sides. response (percent of control binding), % at 10 µM. 220,000 tested, 0.34% active. AID 1423; in the data active = response below about 60% or above about 140%; inactive = in between;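 note: Galphao activated as the GDP aluminium fluoride complex binding bead-coupled RGS8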
Mcl-1 Bim block = inhibitors of Bim-Mcl-1 interaction, human; inhibition, % at 10 µM; 190,000 tested, 0.1% active; Bead-based flow cytometry, Bim peptide-Mcl-1 binding; Q07820;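 note: 0% = no compound tracer wells and 100% = peptide blocker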
RGS7-Gao reg = regulators of human RGS7-Galphao interaction; 220,000 tested, 0.35% active; Multiplexed bead flow cytometry, RGS7-Galphao binding; actives lie on both sides; binding response (% of control), % at 10 µM; in the data active = binding response below about 49% or above about 150%; inconclusive = no clear call, values can overlap the other calls; inactive = in between;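 note: fluorescent Galphao held in activated GDP-AlF4 state binding bead-coupled RGS7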
Bim-Bfl-1 = inhibitors of Bim-Bfl-1 interaction, human; inhibition, % at 10 µM; 190,000 tested, 0.12% active; Bead-based flow cytometry, Bim-Bfl-1 binding inhibition; AID 1008; Q16548;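 note: 0% = wells without compound plus tracer and 100% = blocker peptide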
Bcl-B Bim block = disrupts Bim peptide binding to human Bcl-B. Q9HD36. bead-based flow cytometry. inhibition, % at 10 µM. 190,000 tested, 0.073% active. AID 951;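 note: 0% = tracer peptide without compound and 100% = reference inhibitor peptide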
Target sequence (Q9HD36 whole entry, looked up): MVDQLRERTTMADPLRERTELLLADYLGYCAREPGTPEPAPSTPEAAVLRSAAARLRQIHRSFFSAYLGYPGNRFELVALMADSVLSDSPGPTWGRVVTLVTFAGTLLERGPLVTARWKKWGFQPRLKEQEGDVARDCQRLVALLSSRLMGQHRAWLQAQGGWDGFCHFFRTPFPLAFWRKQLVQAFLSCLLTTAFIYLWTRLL
Bcl-2 Bim block = disrupts Bim peptide binding to human Bcl-2; inhibition, % at 10 µM; 190,000 tested, 0.06% active; P10415; Bead-based flow cytometry, Bim peptide-Bcl-2 binding; in the data active = inhibition above about 40%; inconclusive = no clear call, values can overlap the other calls;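 note: 0% = no compound wells with probe peptide and 100% = reference peptide inhibitor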
Target sequence (P10415 whole entry, looked up): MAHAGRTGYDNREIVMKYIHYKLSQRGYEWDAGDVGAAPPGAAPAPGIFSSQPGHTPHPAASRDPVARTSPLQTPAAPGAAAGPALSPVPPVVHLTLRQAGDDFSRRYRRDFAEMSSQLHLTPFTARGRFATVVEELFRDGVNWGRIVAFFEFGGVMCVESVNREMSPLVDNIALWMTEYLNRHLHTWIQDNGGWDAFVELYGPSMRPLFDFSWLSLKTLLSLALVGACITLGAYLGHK
Mcl1 Bid PPI = disrupts binding of human Mcl-1 to Bid peptide; 220,000 tested, 0.97% active; TR-FRET Mcl-1/Bid-Dy647 peptide binding, 1536-well; inhibition, % at 21.7 µM;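 active = compounds that cut the binding signal by more than half at the single screening dose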;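 note: His-tagged Mcl-1 with europium anti-His antibody binding Bid BH3 peptide; 0% = Mcl-1 plus peptide wells and 100% = peptide-only wells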
Bim-Bcl-XL = disrupts Bim peptide binding to human Bcl-XL. 190,000 tested, 0.04% active. inhibition, % at 10 µM. AID 1007. Q07817. bead flow cytometry, fluorescence
Target sequence (Q07817 whole entry, looked up): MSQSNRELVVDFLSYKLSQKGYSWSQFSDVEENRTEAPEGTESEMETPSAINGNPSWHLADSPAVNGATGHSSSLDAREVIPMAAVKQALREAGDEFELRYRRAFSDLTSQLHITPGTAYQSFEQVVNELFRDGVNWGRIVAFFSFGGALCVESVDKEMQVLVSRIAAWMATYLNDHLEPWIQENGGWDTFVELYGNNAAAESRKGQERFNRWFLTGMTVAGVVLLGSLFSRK
Bim-Bcl-W = inhibitors of Bim-Bcl-W interaction, human. AID 952. inhibition, % at 10 µM. bead-based flow cytometry, Bim peptide-Bcl-W binding. 190,000 tested, 0.02% active;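 note: 0% = bound tracer without compound and 100% = peptide blocker; higher means less fluorescent Bim peptide bound to Bcl-W beads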
RGS4-Gao reg = modulates binding of RGS4 to human Galphao. P09471. Multiplexed bead flow cytometry; actives lie on both sides. binding response (% of control), % at 10 µM. 220,000 tested, 0.33% active. AID 1415; in the data active = binding response below about 49% or above about 150%; inactive = in between;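 note: fluorescent Galphao activated with aluminum fluoride binding bead-coupled RGS4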
Numbers without * were called inactive; ? = inconclusive; nt = no result given. Cut-off read from the data, not from the text of the source, unless noted: active = inhibition above about 40%.

Mcl1 Noxa PPI	RGS8-Gao	Mcl-1 Bim block	RGS7-Gao reg	Bim-Bfl-1	Bcl-B Bim block	Bcl-2 Bim block	Mcl1 Bid PPI	Bim-Bcl-XL	Bim-Bcl-W	RGS4-Gao reg	SMILES
-6.7	100.0	-3.0	100.9	-2.0	-3.0	-6.0	11.1	-2.0	-4.0	101.0	C=CCNc1nc(N)c(C(=O)Nc2cc(C)on2)s1
84.3*	101.8	4.0	99.8	-3.0	-3.0	-3.0	93.5*	-2.0	5.0	97.8	Cc1ccc(NC(=O)CN2C(=O)S/C(=C/c3ccc(-c4cc(C(=O)O)ccc4C)o3)C2=O)cc1C
2.5	99.2	1.0	94.7	-10.0	-6.0	-4.0	-11.4	-7.0	-1.0	97.3	CCOC(=O)c1cccc(NC(=O)C2CCN(S(=O)(=O)c3cccs3)CC2)c1
10.9	100.3	-4.0	98.1	-2.0	-1.0	0.0	5.9	-3.0	-4.0	101.0	CC(=O)N(c1cccc(Br)c1)C1C=CS(=O)(=O)C1 (configuration not stated)
38.2	99.5	0.0	103.0	1.0	-5.0	0.0	53.9*	1.0	3.0	96.9	Cc1ccccc1N/C(=C(/C(Cl)=C(Cl)Cl)[N+](=O)[O-])n1nnc2ccccc21
2.7	101.2	-4.0	?	5.0	-1.0	-4.0	-47.2	-2.0	0.0	103.2	COc1cc(NC(=S)Nc2ccccn2)c(OC)cc1Cl
17.4	100.9	nt	?	nt	nt	nt	-15.6	nt	nt	101.0	CC1=CC(c2ccccc2)n2nnnc2N1 (configuration not stated)
15.2	100.2	-1.0	97.6	-16.0	-9.0	-6.0	5.2	-7.0	-1.0	99.5	CC(C)CNC(=O)C(=O)N/N=C/c1cccs1
-13.0	95.9	nt	?	nt	nt	nt	-66.0	nt	nt	95.5	COc1ccc(C/C(C)=N/NC(=S)Nc2ccc(Cl)cc2)cc1
3.0	101.1	-1.0	104.2	-7.0	-6.0	-3.0	-0.8	6.0	0.0	102.7	Cc1ccccc1OCCSc1nnc(C)n1-c1ccccc1
15.3	97.5	2.0	?	4.0	-2.0	3.0	-56.4	-3.0	2.0	101.9	O=C(CC1Nc2ccccc2NC1=O)Nc1ccccc1NC(=O)CC1Nc2ccccc2NC1=O (configuration not stated)
20.9	101.9	0.0	99.5	-5.0	0.0	-3.0	1.8	-1.0	-1.0	98.5	N#Cc1c(-c2ccc(F)cc2)nc(-c2ccccc2)[nH]c1=O
5.7	100.2	-1.0	101.1	-12.0	-3.0	-8.0	-33.2	-2.0	0.0	101.0	CC(=O)c1cc(-c2ccccc2)n(CCC(=O)NC2CCCCCC2)c1C
10.6	100.7	4.0	?	2.0	6.0	-1.0	-13.9	1.0	0.0	98.2	O=C(OCc1ccccc1)C1=NNC2C(=O)N(Cc3ccccc3)C(=O)C12 (configuration not stated)
-29.0	nt	-1.0	nt	0.0	-3.0	-3.0	-0.9	-6.0	-2.0	nt	O=C(Cn1c(=O)sc2ccccc21)Nc1ccc(S(=O)(=O)N2CCCCC2)cc1
7.2	102.7	1.0	94.1	0.0	3.0	2.0	14.1	-1.0	3.0	93.4	Cc1[nH]c2ccccc2c1C(=O)CSc1nc2ccccc2[nH]1
-21.5	97.4	2.0	98.9	2.0	-2.0	3.0	-24.6	8.0	4.0	101.2	Cn1cccc1/C=C1\CCC/C(=C\c2cccn2C)C1=O
81.0*	103.1	3.0	103.1	-13.0	0.0	-2.0	101.5*	0.0	5.0	97.6	Cc1ccc(C(=O)ONc2ccc(N=NC(=O)c3ccccc3O)cc2)cc1
20.8	101.2	0.0	99.3	-8.0	-3.0	-3.0	-18.8	-2.0	-2.0	100.6	c1ccc(CCNc2ncnc3nc[nH]c23)cc1
21.1	96.9	-6.0	93.4	17.0	-9.0	2.0	-38.3	-7.0	-3.0	89.5	Clc1ccccc1Cn1c(/C=C/c2ccco2)nc2ccccc21
-4.3	99.3	10.0	97.8	-7.0	-4.0	-3.0	-9.5	0.0	4.0	98.3	COc1cccc(-c2cc3nc(-c4ccccc4)cc(N4CCCC(O)C4)n3n2)c1 (configuration not stated)
7.9	100.7	-5.0	98.2	-2.0	-9.0	-10.0	-19.3	-8.0	-6.0	98.1	COc1ccccc1-n1c(SCC(=O)NC2CCCCC2)nc2c(c1=O)SCC2
1.4	101.1	1.0	?	-4.0	-3.0	-1.0	-4.0	0.0	2.0	99.2	CC(C)OC(=O)CSc1nnc2c(n1)[nH]c1ccc(F)cc12
5.3	100.2	-2.0	99.7	-1.0	-2.0	-1.0	-13.1	-1.0	0.0	103.3	CCc1nnc(NC(=O)CCC(=O)N2CCN(c3ccccn3)CC2)s1
23.0	107.3	-5.0	104.3	-5.0	-4.0	-4.0	-9.1	-2.0	-4.0	109.4	CC(=O)C1=C(C)NC(=O)NC1c1cccc([N+](=O)[O-])c1O (configuration not stated)
13.0	97.5	0.0	99.2	-10.0	-11.0	-6.0	-35.4	-8.0	-5.0	97.6	CC(C)C[C@H](NC(=O)N1CCN(c2ccccc2)CC1)C(=O)O
17.9	93.4	-2.0	97.6	0.0	-3.0	-3.0	-1.1	-2.0	0.0	98.2	Cc1cc(C(=O)O)sc1C
2.4	99.5	nt	?	nt	nt	nt	-171.0	nt	nt	96.5	S=C(NCc1ccccc1)Nc1ccc2cn[nH]c2c1
21.2	102.4	1.0	97.5	7.0	4.0	5.0	-5.6	2.0	1.0	101.6	CN(C)S(=O)(=O)Oc1cc(Cl)ccc1C(=O)Nc1ccc(F)cc1F
19.5	99.6	-1.0	97.4	-11.0	-10.0	-3.0	-5.2	-3.0	-1.0	95.6	c1ccc2c(c1)c1c3n2CCNC3CCC1 (configuration not stated)
24.9	102.6	0.0	113.5	-18.0	-3.0	-10.0	-2.2	0.0	-1.0	103.0	CCCN(CCC)C1CC(=O)N(Cc2ccccc2)C1=O (configuration not stated)
18.6	102.1	-1.0	101.9	-19.0	-8.0	-10.0	-27.1	-4.0	0.0	103.9	O=C(O)[C@H](Cc1ccccc1)N1C(=O)c2ccncc2C1=O
22.4	105.8	-1.0	101.4	-3.0	0.0	-3.0	-64.4	-4.0	-3.0	106.1	CN1CCN(c2ccc(Cl)cc2NS(=O)(=O)c2ccccc2Cl)CC1
7.7	94.8	-1.0	?	-6.0	-6.0	-5.0	-31.4	-4.0	-1.0	93.1	O=C(Nc1nn[nH]n1)c1ccc(S(=O)(=O)N2CCCCC2)cc1
6.6	90.4	-2.0	103.5	-2.0	-3.0	0.0	-32.6	-3.0	-1.0	100.7	CNC(=O)NC(=O)C(C)OC(=O)CCCSc1nc2ccccc2s1 (configuration not stated)
10.4	104.9	0.0	105.9	-10.0	-11.0	-8.0	-9.2	-2.0	0.0	105.3	COc1ccc(-n2ncc3c(NCCN4CCOCC4)ncnc32)cc1
6.8	87.0	5.0	93.7	6.0	5.0	4.0	6.6	4.0	7.0	96.9	CC1COC(c2cccn2Cc2ccccc2Cl)=N1 (configuration not stated)
-1.5	94.8	0.0	91.4	-10.0	-6.0	-6.0	12.1	0.0	2.0	97.4	Cc1nc(CS(=O)(=O)c2ccccc2)cc(Sc2ccc(Cl)cc2)n1
8.8	95.4	-2.0	103.5	1.0	-3.0	-1.0	-4.8	-1.0	1.0	103.1	CCN1C(=O)N[C@@H](c2ccc(Br)cc2)C(C(=O)OC)=C1C
-6.8	102.3	-3.0	101.1	-8.0	-4.0	-4.0	0.3	-1.0	0.0	102.2	COc1cccc(C2C(C(N)=O)=C(C)Nc3nc(-c4cccc(Cl)c4)nn32)c1 (configuration not stated)
-1.4	101.5	-3.0	97.0	-1.0	-1.0	2.0	-3.6	-2.0	-2.0	97.2	COC(=O)c1cc(NS(=O)(=O)c2ccc3c(c2)CCC(=O)N3)cc(C(=O)OC)c1
58.6*	107.9	-6.0	99.7	5.0	-13.0	-3.0	-11.0	-4.0	1.0	96.0	CCN(c1ccc(NC(=O)COC(=O)CCc2cc(OC)c(OC)c(OC)c2)cc1)C(C)C
nt	106.6	3.0	102.9	2.0	2.0	4.0	nt	1.0	6.0	102.1	COC(=O)c1ccc(Oc2c(C)oc3c(CN4CCN(C)CC4)c(O)ccc3c2=O)cc1
-11.0	94.6	-3.0	101.8	-10.0	-5.0	-11.0	-13.7	-6.0	-3.0	100.0	COc1ccc(-n2c(SCC3CNC(=O)O3)nnc2-c2ccc(Cl)cc2)cc1 (configuration not stated)
103.4*	18.4*	22.0	8.3*	19.0	43.0*	37.0	86.8*	10.0	21.0	21.5*	CN(C)[C@@H]1C(=O)C(C(=O)NCN2CCCC2)=C(O)[C@@]2(O)C(=O)C3=C(O)c4c(O)cccc4[C@@](C)(O)C3CC12 (some centres not stated)
18.4	99.1	-2.0	101.8	-12.0	-8.0	-8.0	-24.7	-10.0	-1.0	100.4	CCOc1ccc(NC(=O)c2cc3n(n2)C(C(F)(F)F)CC(c2ccco2)N3)cc1 (configuration not stated)
40.3	94.4	-2.0	87.5	-7.0	-22.0	-6.0	-20.1	-7.0	2.0	89.2	COc1cccc(N2CCN(C(=O)CCn3c(=S)[nH]c4cc5c(cc4c3=O)OCO5)CC2)c1
-7.4	93.7	-24.0	90.5	-5.0	-5.0	-4.0	-5.6	-12.0	-7.0	93.3	COc1cc(NC(=O)Cn2c(=O)n(CC3CCCO3)c(=O)c3ccccc32)cc(OC)c1 (configuration not stated)
11.2	101.7	-2.0	100.6	-15.0	-7.0	-6.0	-21.8	-4.0	1.0	100.8	CC1=CC(C)(C)Nc2ccc(OC(=O)C(Cc3ccccc3)N3C(=O)C4CCCCC4C3=O)cc21 (configuration not stated)
-21.0	104.0	-6.0	97.3	-19.0	-7.0	-9.0	-18.2	-4.0	-1.0	101.9	COc1cccc(NC(=O)CN2CCN(S(=O)(=O)c3ccc(C(C)C)cc3)CC2)c1
-3.6	103.0	-2.0	105.5	-2.0	-4.0	0.0	-19.3	-4.0	-3.0	101.0	CCOC(=O)C1CCN(C(=O)c2ccc3c(c2)OCO3)CC1
-9.0	89.7	nt	?	nt	nt	nt	-2.2	nt	nt	89.1	O=C(O)c1ccc(-c2nnn(Cc3cccc(C(F)(F)F)c3)n2)cc1

For reference, some entries already given:
Mcl1 Noxa PPI	RGS8-Gao	Mcl-1 Bim block	RGS7-Gao reg	Bim-Bfl-1	Bcl-B Bim block	Bcl-2 Bim block	Mcl1 Bid PPI	Bim-Bcl-XL	Bim-Bcl-W	RGS4-Gao reg	SMILES
24.9	102.6	0.0	113.5	-18.0	-3.0	-10.0	-2.2	0.0	-1.0	103.0	CCCN(CCC)C1CC(=O)N(Cc2ccccc2)C1=O (configuration not stated)
18.6	102.1	-1.0	101.9	-19.0	-8.0	-10.0	-27.1	-4.0	0.0	103.9	O=C(O)[C@H](Cc1ccccc1)N1C(=O)c2ccncc2C1=O
22.4	105.8	-1.0	101.4	-3.0	0.0	-3.0	-64.4	-4.0	-3.0	106.1	CN1CCN(c2ccc(Cl)cc2NS(=O)(=O)c2ccccc2Cl)CC1
7.7	94.8	-1.0	?	-6.0	-6.0	-5.0	-31.4	-4.0	-1.0	93.1	O=C(Nc1nn[nH]n1)c1ccc(S(=O)(=O)N2CCCCC2)cc1

Compound activity from PubChem.
